HCV inh – qHTS Assay for Inhibitors of Hepatitis C Virus (HCV); 340,000 compounds, 3.4% hits; Potency, µM (top dose mostly 41.8 µM), inactives show at the highest dose activity change, negative = inhibition, actives largely listed as inhibitors; Huh7.5.1 HCVcc-Cre infection, luciferase reporter, 44 h; further: potency means the concentration at half of the fitted maximal effect
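1,000 cells/well; 4 h culture; + compound; + HCVcc-Cre (~0.5 moi); 44 h; luciferase substrate, RT 15 min; read 15 sec.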
AMA1 RON2 block – qHTS for Inhibitors of AMA1-RON; Towards Development of Antimalarial Drug Lead: Primary Screen; 360,000 compounds, 0.2% hits; AlphaScreen AMA1-biotinylated RON2 peptide binding; Plasmodium falciparum AMA1 (3D7) - RON2 peptide interaction; AID 720542, 2013; Potency, µM (series often up to 58.2 µM), for the others: at the top dose activity change, negative = inhibition, usual class: inhibitors;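 further: potency means the concentration at half of the fitted maximal effect; 0% = vehicle wells and -100% = peptide control; nearly all actives have a fitted effect of over 45% in size; some results filed as inactive show a strong effect at the top dose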
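AMA1 (3D7) with his tag at 25 nM final met compounds first, then biotinylated RON2 peptide at 25 nM; detection used donor plus acceptor beads, 10 µg/mL apiece, read by AlphaScreen after 30 min at room temperature.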
HCMV antiviral – qHTS Assay for inhibitors of the human cytomegalovirus (HCMV) | 410,000 compounds, 4.5% hits | HFF cells, HCMV-luciferase reporter, 72 h; active compounds read low | activity change, negative = inhibition, % at 57.5 µM; in the data active means activity change below about -60%; inconclusive means no clear call, values can overlap the other calls; inactive means above about -39%
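Human foreskin fibroblasts infected with luciferase-reporter HCMV at MOI 1 PFU/cell, compounds at two doses. Luciferase measured 72 h post infection; normalized to buffer-only basal and Salinomycin (10uM) controls.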
AmpC inh detg – qHTS Inhibitors of AmpC Beta-Lactamase (assay with detergent) | P00811 | AmpC hydrolysis of nitrocefin, absorbance 480 nm, 0.01% Triton | Potency, µM (titrated, usually from 114 µM), for the others: top-dose activity change, negative = inhibition, actives largely listed as inhibitors | 370,000 compounds, 0.041% hits | AID 485294, 2010;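 further: potency means the concentration at half of the fitted maximal effect; 0% = no-compound wells and -100% = no-enzyme wells; nearly all actives have a fitted effect of over 25% in size; some results filed as inactive show a strong effect at the top dose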
Target sequence (P00811 whole entry, looked up): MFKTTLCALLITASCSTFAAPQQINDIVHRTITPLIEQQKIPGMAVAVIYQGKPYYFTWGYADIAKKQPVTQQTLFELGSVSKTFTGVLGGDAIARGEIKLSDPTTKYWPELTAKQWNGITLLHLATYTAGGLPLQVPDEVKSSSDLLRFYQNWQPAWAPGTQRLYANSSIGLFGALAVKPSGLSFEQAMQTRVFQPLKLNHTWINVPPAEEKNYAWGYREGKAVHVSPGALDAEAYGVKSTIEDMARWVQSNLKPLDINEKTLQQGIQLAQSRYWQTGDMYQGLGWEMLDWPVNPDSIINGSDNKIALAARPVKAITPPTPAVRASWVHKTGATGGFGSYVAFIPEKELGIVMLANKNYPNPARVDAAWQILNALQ
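20 mM phosphate pH 7.0 + 0.01% (detergent screen) or 0.0001% Triton X-100; 5.3 nM AmpC reagent; cpd preinc 15 min RT; nitrocefin (800 uM stock) to start; A480 q20 s × 4 min; Activity was normalised to no-enzyme and no-compound control wells.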
LmPK inh – qHTS Assay for Inhibitors of Leishmania Mexicana Pyruvate Kinase (LmPK); purified LmPK, Kinase-Glo ATP luminescence, 1 h; Q27686; 290,000 compounds, 0.37% hits; Potency, µM (series often up to 57.5 µM), for inactives: at the top dose activity change, negative = inhibition, actives largely listed as inhibitors; AID 1721, 2009; further: potency means the concentration at half of the fitted maximal effect
Target sequence (Q27686 whole entry, looked up): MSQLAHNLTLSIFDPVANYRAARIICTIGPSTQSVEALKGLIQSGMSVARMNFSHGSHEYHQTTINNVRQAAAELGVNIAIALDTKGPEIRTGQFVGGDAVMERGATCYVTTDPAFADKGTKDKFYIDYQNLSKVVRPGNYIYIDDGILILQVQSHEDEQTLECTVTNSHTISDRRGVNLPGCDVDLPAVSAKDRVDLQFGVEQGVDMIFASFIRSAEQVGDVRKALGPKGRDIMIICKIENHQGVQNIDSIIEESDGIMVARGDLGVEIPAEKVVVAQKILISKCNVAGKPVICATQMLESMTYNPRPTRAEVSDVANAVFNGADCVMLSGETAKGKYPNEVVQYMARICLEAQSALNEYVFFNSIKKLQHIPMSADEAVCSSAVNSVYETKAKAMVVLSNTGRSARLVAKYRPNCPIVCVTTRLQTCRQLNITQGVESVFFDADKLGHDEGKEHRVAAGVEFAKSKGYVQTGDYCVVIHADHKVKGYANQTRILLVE
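Pyruvate kinase activity monitored as ATP production (luciferase luminescence). Conditions: 0.1 nM enzyme, 0.5 mM PEP, 0.1 mM ADP, 1 h, RT; normalized against uninhibited and no-enzyme wells.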
AmpC no deterg – qHTS Inhibitors of AmpC Beta-Lactamase (assay without detergent). P00811. AmpC nitrocefin hydrolysis, absorbance 480 nm, 0.0001% Triton. Potency, µM (highest dose often 57.1 µM), for the others: at the top dose activity change, negative = inhibition, usual class: inhibitors. 330,000 compounds, 0.52% hits. AID 485341, 2010;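 further: potency means the concentration at half of the fitted maximal effect; plate controls were no compound for no effect and no enzyme for full effect; nearly all actives have a fitted effect of over 20% in size; some results filed as inactive show a strong effect at the top dose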
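AmpC (5.3 nM in the dispensed reagent) in 20 mM phosphate pH 7.0 with 0.01% (detergent screen) or 0.0001% Triton X-100 was preincubated with compounds for 15 min at room temperature. Nitrocefin was then added from an 800 uM solution, and hydrolysis was followed at 480 nm.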
TbPYK inhibitor – qHTS of Trypanosoma Brucei Inhibitors; TbPYK enzyme, Kinase-Glo Plus ATP luminescence, 45 min; 410,000 compounds, 0.12% hits; Potency, µM (doses to about 76.8 µM), for the others: at the highest dose activity, negative = inhibition, hits mostly inhibitors; AID 624173, 2012; further: potency means the concentration at half of the fitted maximal effect; nearly all actives have a fitted effect of over 50% in size
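ADP (130 uM final) triggers the TbPYK reaction after compound addition; incubation is 45 min at room temperature. Kinase-Glo Plus is then added and luminescence imaged. Normalized data are fitted to concentration-effect curves.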
* hit, by the source's call; ? = inconclusive; · = no result given; [ ] = remark or other dose. Unless noted, the call rests on the fitted dose curve; in most records, active means well fitted curve in the direction sought with a large enough effect; inconclusive means small, poorly fitted or top-dose-only effect, or another doubt; inactive means no such curve, though single readings can be large; an effect the other way counts as inactive or inconclusive. Unless noted, on the % scale 0 is the no-effect control and ±100 the full control effect.

SMILES	HCV inh	AMA1 RON2 block	HCMV antiviral	AmpC inh detg	LmPK inh	AmpC no deterg	TbPYK inhibitor
CC1CCCC(C)N1C(=O)Nc1cccc(Cl)c1 (configuration not stated)	8%	1%	-32	2%	-1%	-23%	5%
CCc1nc2c(OCc3ccc(Cl)cc3Cl)cccn2c1N(C)C(C)=O	·	-8%	-8	·	·	·	2%
COC(=O)c1ccc(CNc2ccc(C(C)=O)cc2)cc1	·	6%	5	·	·	·	-3%
COc1ccc(S(=O)(=O)N(C)C)cc1NCC(=O)Nc1ccc(Br)cc1F	?	-9%	-23	-1%	-1%	-34%	6%
CCOc1ccc(NC(=O)c2cccnc2Cl)c([N+](=O)[O-])c1	-15%	-4%	-4	-1%	5%	-17%	1%
O=C(NCc1ccccc1CN1CCCC1)c1ccc(OCc2cscn2)cc1	0%	-6%	-19	3%	·	2%	-3%
Cc1ccc(C(c2nnnn2CC2CCCO2)N2CCN(C)CC2)cc1 (configuration not stated)	6%	-7%	-22	-2%	1%	-8%	1%
COc1ccc(NS(=O)(=O)c2cccc(C(=O)NN=Cc3ccc(OC)c(O)c3)c2)cc1	?	5%	-23	·	·	-17%	4%
c1ccc2c(C3CCO3)cccc2c1 (configuration not stated)	19%	-3%	·	3%	·	-14%	5%
CC(NC(=O)c1ccc(N(C)C)c([N+](=O)[O-])c1)c1ccc(-n2ccnc2)cc1 (configuration not stated)	·	-17%	22	5%	4%	0%	4%
COc1ccccc1C(=O)NC1CC2CCCC(C1)N2Cc1ccccc1 (configuration not stated)	·	4%	-29	·	·	·	3%
COc1ccc(C2C=C(c3ccc(Br)s3)Nc3ncnn32)cc1OC (configuration not stated)	-22%	·	·	-2%	7%	19%	·
CCOC(=O)c1sc(NC(=O)c2sccc2C)cc1C	10µM*	14%	47	2%	?	-30%	-24%
O=C(NCCN1CCOCC1)c1c(Cl)cccc1Cl	6%	45%[activator]	-10	-4%	9%	-21%	2%
Cc1nn2c3ccccc3n(C)c2nc1=O	-5%	8%	0	?	2%	-10%	6%

An excerpt from above, limited to AmpC inh detg, TbPYK inhibitor and AMA1 RON2 block:
Compound,AmpC inh detg,TbPYK inhibitor,AMA1 RON2 block
CCOc1ccc(NC(=O)c2cccnc2Cl)c([N+](=O)[O-])c1,-1%,1%,-4%
O=C(NCc1ccccc1CN1CCCC1)c1ccc(OCc2cscn2)cc1,3%,-3%,-6%
Cc1ccc(C(c2nnnn2CC2CCCO2)N2CCN(C)CC2)cc1 (configuration not stated),-2%,1%,-7%

New compounds follow
SMILES	HCV inh	AMA1 RON2 block	HCMV antiviral	AmpC inh detg	LmPK inh	AmpC no deterg	TbPYK inhibitor
Cn1c(SCC(=O)N2c3ccccc3Sc3ccc(Cl)cc32)nnc1-c1ccco1	?	13%	-4	-10%	0%	-8%	1%
CC(C)=CCN1CCN(Cc2cccn2-c2nccs2)CC1CCO (configuration not stated)	-6%	-5%	-20	0%	8%	-3%	-3%
COCC(C)NC(=S)NC(=O)c1cc(S(=O)(=O)N2CCOCC2)ccc1C (configuration not stated)	-11%	4%	?	-12%	3%	-4%	-8%
COc1cc(OC)cc(C(=O)OCC(=O)NCc2ccco2)c1	0%	6%	-11	5%	·	8%	-1%
CN(C)C(=O)Oc1ccc(Cl)c2cccnc12	1%	10%	-38	?	-3%	-17%	-2%
Cc1ccc2c(c1)N(Cc1ccc3c(c1)OCO3)C(=O)C(C)O2 (configuration not stated)	6%	4%	-1	-14%	1%	-14%	2%
CCc1ccccc1NC(=O)C1CCN(C(=O)c2ccc([N+](=O)[O-])cc2)CC1	14%	-23%	-13	5%	0%	-20%	-5%
CC(C)Cc1cc(CN2CCCC(CO)(Cc3cccc(Cl)c3)C2)[nH]n1 (configuration not stated)	?	19%	32	-2%	7%	92%[activator]	-16%
O=C(Nc1ccccc1)C1Cc2c(-c3ccco3)ccnc2O1 (configuration not stated)	·	-9%	-34	·	·	·	5%
Cc1[nH]c2ccccc2c1C(=O)CSc1ccc(F)cc1	-17%	0%	25	4%	1%	-43%	-1%
COC(=O)c1ccccc1NC(=O)COC(=O)/C=C/c1ccco1	-3%	0%	-27	?	-4%	-8%[11.4 µM]	-1%
CC1CCN(C(=O)c2ccccc2NC(=O)Nc2ccccc2)CC1	16%	-10%	-4	3%	-10%	-20%	6%
COc1cccc(C2/C(=C(\O)c3c(C)nc4c(C)cccn34)C(=O)C(=O)N2CCCN(C)C)c1 (configuration not stated)	·	·	·	?	5%	-2%	·
CCOn1c(=O)c(-c2cccc3ccccc23)[n+]([O-])c2ccccc21	2%	9%	3	8%	-1%	-7%	0%
Cc1nn(C)c(Oc2ccccc2)c1CCNS(=O)(=O)c1ccc(Cl)cc1	10µM*	-10%	-75*	-1%	10%	63%[activator]	1%
CCS(=O)(=O)N1CC(=O)N(c2cc(C)cc(C)c2)C(C)(C(=O)NC2CCCCC2)C1 (configuration not stated)	·	·	0	16%	·	·	3%[15.4 µM]
O=C(/C=C/c1c(F)cccc1Cl)NCc1ccc2c(c1)OCO2	-8%	2%	62	-14%	-9%	-19%	-2%
CNc1nc(Sc2cccc(C(F)(F)F)c2)cc(C(F)(F)F)n1	-19%	13%	-12	3%	-6%	-6%	-7%
COc1cc2c3nnc(-c4ccc(F)cc4)c-3cn(Cc3cccc(C)c3)c2cc1OC	7%	0%	?	-18%	0%	-32%	-1%
CCOc1ccccc1N(CC(=O)NCc1ccncc1)S(=O)(=O)c1ccccc1	-4%	4%	-11	-3%	-1%	10%	0%
CC(=O)c1cccc(NC(=O)c2cc(-c3ccc4c(c3)OCCO4)on2)c1	·	·	103	20%	·	·	-1%
C=CCn1c(SCC(=O)NCc2ccco2)nc2sc3c(c2c1=O)CCC3	?	-4%	-13	-4%	14%	6%	-3%
CCOC(=O)C(=O)N/N=C(/c1ccccc1)c1ccc(OC)cc1	4%	-8%	?	0%	3%	29%	4%
CCc1cc(Cn2nc(-c3ccccc3)cc2C(=O)NCc2cccs2)on1	?	24%	23	-5%	·	-14%	-1%
Cc1nc2cccc(C(=O)NCc3ccccc3)c2o1	?	-15%	7	-5%	2%	-41%	-3%
CCOc1ccc(OC(=O)C(CCS(C)(=O)=O)N2C(=O)c3ccccc3C2=O)cc1 (configuration not stated)	6%	13%	27	?	0%	63%[activator]	·
Cc1cccc(N(C(=O)c2csnn2)C(C(=O)NC(C)(C)C)c2cccnc2)c1 (configuration not stated)	2%	-27%	5	-1%	-3%	0%	-4%
CCc1cccc(NC(=O)CCS(=O)(=O)c2cc3c(cc2C)NC(=O)CO3)c1	6%	16%	2	-6%	1%	-38%	2%
Clc1cccc(CN2CCSCC2)c1Cl	24%	?	-14	-1%	0%	-13%	-4%
COc1ccc(N(CC(=O)NCc2ccco2)S(=O)(=O)c2ccc(C)cc2)cc1	7%	-19%	·	5%	2%	0%	-2%

3 of these compounds, reformatted:
Fields: HCV inh, AMA1 RON2 block, HCMV antiviral, AmpC inh detg, LmPK inh, AmpC no deterg, TbPYK inhibitor
> CC(NC(=O)c1ccc(N(C)C)c([N+](=O)[O-])c1)c1ccc(-n2ccnc2)cc1 (configuration not stated)
  ·, -17%, 22, 5%, 4%, 0%, 4%
> CC(=O)c1cccc(NC(=O)c2cc(-c3ccc4c(c3)OCCO4)on2)c1
  ·, ·, 103, 20%, ·, ·, -1%
> CNc1nc(Sc2cccc(C(F)(F)F)c2)cc(C(F)(F)F)n1
  -19%, 13%, -12, 3%, -6%, -6%, -7%

(continued)
SMILES	HCV inh	AMA1 RON2 block	HCMV antiviral	AmpC inh detg	LmPK inh	AmpC no deterg	TbPYK inhibitor
COc1ccccc1-c1cc(-c2ccccc2)nc(=O)[nH]1	27%	13%	84	-5%	-5%	-4%	-18%
Nc1ccc2nc(SCC(=O)N3CCN(c4ccccc4)CC3)sc2c1	?	-21%	-38	-4%	5%	-40%	-13%
O=C(NCc1ccc(-c2csnn2)cc1)c1cc(Cl)cc(Cl)c1	1%	4%	7	0%	4%	-40%	5%
Nc1c(C(=O)CSc2ccccn2)c(=O)[nH]c(=O)n1C1CC1	13%	-3%	7	3%	·	-9%	-4%
CC(=O)NS(=O)(=O)c1ccc(N2C(=O)c3ccccc3C2=O)cc1	12%	2%	14	-10%	-1%	-15%	-10%
C/C(=N\NC(=O)c1ccc(CSc2cccc3cccnc23)cc1)C1CCCCC1	-3%	29%	-15	-2%	2%	-43%	5%
O=C(COc1ccc2cc(Br)ccc2c1)N1CCCC1	-16%	-5%	·	-4%	-6%	-8%	-2%
CCCCc1[nH]nc2c1C1(C(=O)N(CC)c3ccccc31)C(C#N)=C(N)O2 (configuration not stated)	3%	1%	-18	-1%	-1%	-9%	-5%
O=C(NCc1ccc(F)cc1)c1cc2c(=O)n3ccccc3nc2s1	·	·	9	16%	·	·	1%
N/C(=N\OC(=O)C1CC1)c1ccc([N+](=O)[O-])s1	-12%	-26%	-16	-3%	-2%	-16%	0%
CC(=O)Nc1ccc(N2CCCCC2)cc1	8%	-2%	14	5%	-4%	-12%	2%
CCn1nc(C(=O)NCC(c2cccs2)N2CCOCC2)c2ccccc2c1=O (configuration not stated)	20%	5%	-28	-2%	-5%	131%[activator]	5%
CCOc1ccccc1N(CC(=O)O)S(=O)(=O)c1ccc(C)cc1	4%	-18%	17	-2%	-8%	-15%	2%
O=C1N(c2cccc(Cl)c2)C(c2cccnc2)N2CCCN12 (configuration not stated)	5%	7%	-7	-7%	3%	-9%	3%
Cc1cccc(C)c1OCC(=O)Nc1ccc2c(c1)C(=O)NC2=O	5%	-11%	20	3%	1%	-28%	3%
CCC(=O)N1CC(=O)Nc2ccc(F)cc2C1c1ccc(F)cc1 (configuration not stated)	19%	2%	-10	-2%	-1%	-3%	20%
C#CCOC(=O)CCCN1C(=O)c2cccc3cccc(c23)C1=O	·	10%	-20	·	·	·	-7%
CCCOc1cccc(C2C(C(=O)c3ccco3)=C(O)C(=O)N2c2nnc(C)s2)c1 (configuration not stated)	15%	11%	7	?	8%	-24%	-3%
CCOC(=O)CSc1nnc(CSc2nc3sc4c(c3c(=O)[nH]2)CCC4)n1-c1ccccc1	19%	5%	31	1%	1%	9%	1%
N=c1n(CCO)c2ccccc2n1Cc1ccccc1Cl	22µM*	1%	-10	-7%	-2%	-24%	1%

Compound activity (PubChem BioAssay)
